CHOP inhibitor: inhibitors of CHOP induction in ER stress response | CHO-K1 CHOP-promoter luciferase, tunicamycin-induced, 15-18 h | inhibition, % at 10 µM | 3.8% of 220,000 active | AID 2732;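 active = compounds that reduced the stress-induced luciferase reporter signal by more than about 70% of percent inhibition, limit read from the data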;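 note: 0% = tunicamycin plus vehicle and 100% = wells without tunicamycin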
FXIIa inh 1536: factor XIIa (human) inhibition; P00748; purified FXIIa, Boc-QGR-AMC fluorogenic substrate, 2 h; inhibition, % at 5 µM; 0.3% of 220,000 active; AID 800; in the data active = inhibition above about 40%;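 note: 0% = enzyme with no compound and 100% = blank without enzyme; many of its hits are not listed in these tables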
Target sequence (P00748 20-372 limits assumed): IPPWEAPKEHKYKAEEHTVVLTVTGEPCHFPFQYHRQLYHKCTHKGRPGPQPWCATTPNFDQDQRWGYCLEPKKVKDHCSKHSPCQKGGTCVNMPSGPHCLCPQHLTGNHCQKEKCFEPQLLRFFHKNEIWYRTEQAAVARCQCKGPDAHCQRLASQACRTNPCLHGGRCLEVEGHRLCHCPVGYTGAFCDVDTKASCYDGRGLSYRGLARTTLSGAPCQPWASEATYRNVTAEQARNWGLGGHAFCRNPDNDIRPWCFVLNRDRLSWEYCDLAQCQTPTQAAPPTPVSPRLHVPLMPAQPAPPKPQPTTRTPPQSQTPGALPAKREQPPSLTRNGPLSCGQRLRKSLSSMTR
Target sequence (P00748 373-615 limits assumed): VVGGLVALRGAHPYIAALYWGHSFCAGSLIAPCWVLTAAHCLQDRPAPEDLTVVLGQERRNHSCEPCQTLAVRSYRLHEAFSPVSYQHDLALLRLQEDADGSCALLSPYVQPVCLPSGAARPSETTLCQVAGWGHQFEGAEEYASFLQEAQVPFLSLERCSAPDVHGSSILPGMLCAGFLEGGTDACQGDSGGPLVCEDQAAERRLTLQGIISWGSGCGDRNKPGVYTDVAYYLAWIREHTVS
PPC-1+TRAIL kill: kills PPC-1 cancer cells in the presence of TRAIL. PPC-1 cells + TRAIL, ATPLite viability luminescence. AID 1443. cell killing (% activity), % at 4 µM. 0.41% of 220,000 active;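 active = cell killing above 50% in the first pass at 4 µM, then a duplicate retest at 5 µM averaging 50% or more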;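 note: plate controls were cells with TRAIL plus DMSO for no effect and medium-only wells lacking cells for full effect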
FXIa inh 1536: factor XIa (human) inhibition; purified FXIa, Boc-Glu-Ala-Arg-AMC fluorogenic substrate; AID 798; inhibition, % at 5 µM; 0.14% of 220,000 active;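 active = inhibition of at least 40%; inactive = inhibition below 40%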;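 note: fluorescence of freed AMC excited at 355 nm; 0% = enzyme without compound and 100% = no enzyme blank; many of its hits are not listed in these tables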
PGE2 EP2 inh: blocks the human prostaglandin E2 receptor EP2 | inhibition, % at 25 µM | P43116 | C6 glioma cells expressing human EP2, cAMP TR-FRET; cells stimulated with saturating PGE2 | 0.52% of 260,000 active;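 active = percent inhibition above 40 after rounding to a whole number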;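 note: rat C6 glioma host cells with rolipram phosphodiesterase inhibitor present; the protocol text gives 20 µM as final concentration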
Target sequence (P43116 whole entry, looked up): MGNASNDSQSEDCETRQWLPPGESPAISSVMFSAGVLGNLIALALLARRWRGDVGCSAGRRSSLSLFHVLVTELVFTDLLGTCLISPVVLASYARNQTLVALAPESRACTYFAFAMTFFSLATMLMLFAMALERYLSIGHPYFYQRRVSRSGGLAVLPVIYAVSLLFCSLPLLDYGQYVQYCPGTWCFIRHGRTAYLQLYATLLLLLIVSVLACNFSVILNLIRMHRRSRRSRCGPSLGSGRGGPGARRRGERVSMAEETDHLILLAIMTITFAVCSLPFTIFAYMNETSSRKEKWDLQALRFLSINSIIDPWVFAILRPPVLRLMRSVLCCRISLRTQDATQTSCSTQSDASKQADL
zVAD death inh: L929 zVAD cell death inhibition; L929 zVAD necroptosis rescue, ATP luminescence, 24 h; with zVAD 60 µM; viability rescue, % at 10 µM; 0.38% of 220,000 active; AID 1377;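 active = activation, scaled between plate controls, above about 75%, limit read from the data; inactive = activation under that limit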;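 note: 0% = zVAD with DMSO and 100% = DMSO alone without zVAD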
Tb hexokinase: blocks Trypanosoma brucei hexokinase 1 activity | 0.11% of 220,000 active | recombinant TbHK1, G6PDH-coupled NADH A340 | AID 1430 | inhibition, % at 10 µM;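 active = inhibition of 50% or more in the single-dose primary screen; inactive = inhibition below 50%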
TNF death inh: inhibitors of TNF-alpha induced necroptosis in Jurkat FADD-/- cells. Jurkat FADD-/- TNF necroptosis rescue, ATP luminescence, 24 h; 0 = TNF only, 100 = no-TNF cells. activation (protection from cell death), % at 10 µM. 0.068% of 220,000 active. AID 463075;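 active = activation, meaning protection from cell death, of at least 50% relative to plate controls; inactive = activation below 50%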;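 note: necroptosis triggered by 40 ng/mL TNF-alpha added together with compound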
Wee1 stabilizer: inhibitors of human Wee1 degradation. P30291. HeLa Luc-Wee1K328M stability, luciferase luminescence; 100% = proteasome inhibitor MG132 effect. reporter increase, % at 5 µM. 1.2% of 220,000 active;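 active = activation above the mean of all tested compounds plus 3 SD, set per screening run, cut at about 8.8% in these data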;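 note: cells exposed to compound for 20 h before luminescence read; 0% = DMSO alone and 100% = MG132 at 30 µM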
* = called active by the depositor; x = no result given; [ ] = another dose, or the depositor's remark. Not all compounds are listed. The share of hits here may be higher or lower than overall.

SMILES	CHOP inhibitor	FXIIa inh 1536	PPC-1+TRAIL kill	FXIa inh 1536	PGE2 EP2 inh	zVAD death inh	Tb hexokinase	TNF death inh	Wee1 stabilizer
COC(CNC(=O)c1ccc(N2CCc3ccccc32)c([N+](=O)[O-])c1)OC	52	12	-6	8	10	0.6	10	-0.2	8
CC1=CC(C)[C@H](/C=N/n2c(=O)[nH]c3c([nH]c4ccc(C)cc43)c2=O)C(C)C1 (stereo partly specified)	26	27	x	28	12	-0.2	1	0.6	0
O=[n+]1c2c(n([O-])c3cc(F)c(N4CCCC4)cc31)CCCC2	16	-5	2	-4	17	1.0	-23	-1.1	1
COc1ccc(/C=C/C(=O)c2ccc(OC)cc2OC)c(OC)c1	-16	10	3	3	21	17	-30	0.5	1
Cc1ccc(C(=O)/C=C/Nc2ccccn2)cc1	x	x	x	x	15	1.5	-26	-2.0	-1
CCCCC(=O)N/N=C(/C)C1=C(C)C(C)(C)OC1=O	3	4	18	-5	11	2.6	-2	0.8	1
COc1ccc(/C=N/NC(=O)CNc2ccc(Br)cc2)c(C(=O)O)c1OC	-17	4	10	3	3	0.4	-12	0.5	0
COC(=O)[C@@H](NC(=O)Nc1ccc2c(c1)OCCO2)C(C)C	22	11	6	5	18	-0.3	5	0.6	2
COc1cc(OC)cc(-c2cc3nc(C)c(CCC(=O)Nc4nc(C)cs4)c(C)n3n2)c1	65	13	-8	6	13	x	-11	-3.2	-1
Cc1cc(C)cc(N(C(=O)CNC(=O)c2cccs2)C(C(=O)NC2CCCC2)c2cccnc2)c1 (stereo unspecified)	8	14	-4	2	5	-0.1	-3	-3.7	-2
COc1ccc(OC)c(NC(=O)C2CCCN(S(=O)(=O)c3c(C)noc3C)C2)c1 (stereo unspecified)	8	6	8	-2	9	0.4	1	-0.8	-1
CCc1ccc(OCC(=O)N/N=C\c2ccco2)c([N+](=O)[O-])c1	19	7	6	5	6	0.0	8	1.0	0
O=C1c2ccccc2C(=O)N1CN(C(=O)COc1ccccc1)c1ccccc1	34	12	-4	2	3	0.0	-4	-3.1	-2
O=C(CSc1nc2ccc(NC(=O)CSc3nnnn3Cc3ccccc3)cc2s1)Nc1ccccc1	0	16	2	6	13	x	1	-1.2	-2
O=C(O)CCCC(=O)Nc1cccc(C(F)(F)F)c1	17	11	11	-3	10	2.0	-2	1.4	-2
O=C(/C=C/c1ccc(Cl)cc1)c1cccnc1	-132	14	-9	0	25	-0.3	-36	-15	-3
O=C(CSc1nccc(=O)[nH]1)N1CCCc2ccccc21	6	11	16	-5	6	-0.1	-7	-1.4	5
CCOC(=O)N1CCN(C(=O)C(C)(C)Oc2ccc(Cl)cc2)CC1	83*	13	8	2	7	0.5	-1	0.2	-2
CCn1c(CNC(=O)C23CC4CC(CC(C4)C2)C3)nnc1SC	-4	2	10	-6	7	0.7	2	0.5	0
CC1(C)CC(=O)C=C(N2CCOCC2)C1	17	3	40	-5	3	0.2	-2	0.2	-1
Cc1cc(C)n(-c2nc3ccccc3c3nc(C)nn23)n1	9	5	12	-7	10	4.1	5	0.9	-1
COc1ccc(/C=C2\SC(=O)N(CCc3nnc(N)s3)C2=O)cc1	7	4	36	-3	5	-1.7	-38	0.2	3
COc1ccc(C(=O)NCC(=O)OCC(=O)N2CCCc3ccccc32)cc1	-4	1	0	1	5	0.5	2	0.6	3
COC(=O)c1c(C)oc2ccc(N(C(=O)Oc3ccccc3)S(=O)(=O)c3ccc(Cl)c([N+](=O)[O-])c3)cc12	83*	1	0	3	5	1.8	-5	-4.9	-3
O=C1OCCC1Sc1nnc(-c2ccco2)o1 (stereo unspecified)	20	14	12	1	7	-0.4	4	-1.7	-3
C=CCn1c(SCC(=O)Nc2nccs2)nnc1-c1cc2cccc(OC)c2o1	54	16	16	2	2	-0.2	-21	-1.6	1
Cc1cc(C)nc(Nc2nc3ccccc3s2)n1	11	x	4	-1	10	0.8	3	0.4	1
COc1ccccc1/C=C/C(=O)NCC(=O)N/N=C/c1cccnc1	24	9	5	7	17	2.4	-18	0.4	0
N#Cc1nc(-c2cccs2)oc1NCc1ccccc1Cl	48	-23	-12	-9	x	0.3	-2	1.1	0
CC(C)(C)Cc1nnc(NS(C)(=O)=O)s1	x	x	x	x	9	-0.7	-2	0.2	1
COc1cc(/C=C/C(=O)c2ccc(NS(=O)(=O)c3ccc(C)cc3)cc2)ccc1OC(F)F	37	11	23	3	2	3.2	-8	0.7	3
Cc1cccc(NC(=O)c2cc(NC(=O)c3ccco3)ccc2N2CCCCC2)c1	44	6	23	11	9	-0.1	-10	0.7	-1
CC(=O)NC(=O)NC1OC(=O)C(Cl)=C1Cl (stereo unspecified)	-43	18	-7	-2	3	0.0	7	-0.9	1
N#Cc1cc(NC(=O)c2ccc(F)cc2)c(=O)n2c1[nH]c1ccccc12	5	-1	22	-4	7	2.0	-8	-0.9	-3
CCC(C)Nc1cc(C)nc2ncnn12 (stereo unspecified)	18	7	19	-6	4	14	0	-0.9	-1
O=C(CSc1nnnn1-c1ccc2c(c1)OCCO2)c1cccc2c1OCCO2	7	10	-2	3	29	0.1	3	-4.4	0
Cn1cc(Br)c(C(=O)Nc2sc3c(c2C#N)CCC3)n1	-4	10	25	-7	2	-0.5	-10	0.3	10*
COCC(C)n1c(C)cc(C(=O)Cn2nc(C(=O)O)c3ccccc3c2=O)c1C (stereo unspecified)	13	12	11	-4	10	15	-11	-5.9	-3
Nn1c(=O)c2ccccc2n2c(SCc3ccccc3)nnc12	-12	5	4	-14	12	0.4	5	-2.3	-1
Cc1cc(C)nc(-n2cc(C(=O)c3cc(F)ccc3O)cn2)n1	97*	9	19	-2	6	0.7	-9	1.4	0
C/C=C(/C)C(=O)Nc1cccc(C2=NOC3(C2)C[C@@H](C(N)=O)N(C(=O)[C@H]2CCC(=O)N2)C3)c1 (stereo partly specified)	-1	9	6	-1	12	0.2	3	0.5	x
Cc1ccc([N+](=O)[O-])cc1S(=O)(=O)N1CCNCC1	5	5	10	1	7	0.1	-1	-2.4	0
O=C(N/C(=C\c1ccc([N+](=O)[O-])cc1)C(=O)N1CCOCC1)c1ccccc1	-25	8	-3	3	5	1.7	-17	0.7	-2
Cc1ccc(CN2CCN(Cc3cn[nH]c3C3CCCCC3)CC2CCO)cc1 (stereo unspecified)	-1	10	7	4	7	-0.4	-5	1.7	2
Cc1ccc(N2C(=O)c3cccc4c(N5CCN(C)CC5)ccc(c34)C2=O)c2cccnc12	37	1	6	-5	12	-0.4	-13	-2.8	4
O=C(/C=N/O)NCCCn1ccnc1	-1	13	5	7	16	-0.5	2	-2.4	2
CCCCNC(=O)CCC(=O)NNc1nc2ccccc2c2nc(-c3ccccc3)nn12	25	14	29	8	9	0.6	2	0.1	2
CCN(CC)c1ccc(C(=O)OCC(=O)N(C)Cc2ccccc2)cc1	20	7	-26	0	3	3.4	-20	2.1	0
O=c1c2ccccc2[nH]c(=S)n1CCN1CCN(Cc2ccccc2)CC1	12	-4	5	-4	9	0.0	4	1.9	-3
CCc1ccc(NC(=S)Nc2cccc3cnccc23)cc1	23	8	-3[5 µM]	-3	8	-1.0	-2	-2.4	-3
O=S1(=O)CCN2C=C(Br)C=C(Br)C2=N1	9	13	7	-4	5	0.6	-5	0.9	-1
Cc1nc2c(cnn2-c2ccccc2)c(=O)n1/N=C/c1ccccc1	-10	7	-1	3	6	0.1	-8	-0.2	-2
Cc1ccc(-n2c(-c3cc(C)n(C)n3)n[nH]c2=S)cc1	0	3	-3	-6	27	0.2	3	-2.7	-3
CC(=O)NCCn1c(C)cc2ccccc21	9	7	16	3	13	-0.9	-1	-3.0	x
O=C(NCCCCNC(=O)c1cccs1)c1cccs1	-11	-1	18	-12	4	0.1	-7	0.2	-1
COc1cc(C2CC(=O)N(CC(=O)NCc3ccco3)c3ccccc3S2)cc(OC)c1OC (stereo unspecified)	-5	11	-20	-6	4	-0.4	0	-0.9	1
NCCCC[C@H]1NC(=O)[C@H](CCC(=O)O)NC(=O)c2cc([N+](=O)[O-])cc(I)c2OCC[C@@H](C(N)=O)NC1=O	31	4	-2	-4	5	2.6	-4	-1.5	4
Cc1c(Cl)c(C(=O)NC2C3CC4CC(C3)CC2C4)nn1C (stereo unspecified)	10	14	4	10	9	0.7	0	-1.8	0
COC(=O)C(C)NC(=O)CNS(=O)(=O)c1ccc(F)cc1 (stereo unspecified)	25	10	5	-1	5	0.8	6	-1.2	1
O=S(=O)(c1ccc(F)cc1)N1CCN(Cc2ccccc2C(F)(F)F)CC1	88*	9	22	0	8	2.8	2	1.3	1
Following part
SMILES	CHOP inhibitor	FXIIa inh 1536	PPC-1+TRAIL kill	FXIa inh 1536	PGE2 EP2 inh	zVAD death inh	Tb hexokinase	TNF death inh	Wee1 stabilizer
Cc1nn(Cc2ccccc2Cl)c2sc(C(=O)OC3CCCC3=O)cc12 (stereo unspecified)	-14	22	-7	7	11	1.6	3	-1.8	-2
CCOc1cccc2sc(N(CCN(CC)CC)C(=O)c3ccc(S(=O)(=O)N4CCCCC4)cc3)nc12	29	7	14	1	4	-0.7	-4	2.8	2
COc1cccc(CCc2nnc(CCC(=O)NC(C)Cc3cccs3)o2)c1 (stereo unspecified)	1	-3	2	-3	8	1.3	-11	2.7	-1
CCOC(=O)CCSCC(=O)Nc1nnc(C)s1	1	8	10	1	15	2.2	7	1.2	2
O=S(Cc1ccc(Cl)cc1)CC(O)COc1ccc(Cl)cc1 (stereo unspecified)	54	4	12	-1	10	0.1	21	1.5	-1
CCC1CSC(Nc2ccc(C(=O)/C=C/c3ccc(OC)c(OC)c3)cc2)=N1 (stereo unspecified)	13	12	16	8	19	-0.7	-17	-2.4	0
O=C(CCCCCN1C(=O)CCC1=O)NCc1ccccc1	1	-3	28	-2	14	0.1	0	-0.8	0
COc1cc(OC)c(-c2nnc(-c3ccc(OC)c(OC)c3OC)o2)cc1OC	9	16	8	4	6	1.0	-35	-2.7	-3
NC(=O)c1ccc(NC(=S)NCc2ccco2)cc1	-11	10	-3	3	6	0.8	-7	1.8	-2
CCCCOC(=O)c1ccc(NC(=O)COC(=O)CSc2nc(C)cc(C)n2)cc1	61	0	16	3	9	1.9	27	-1.2	2
COc1cc2c(cc1NC(=O)C(C)N1CCN(S(=O)(=O)c3ccccc3[N+](=O)[O-])CC1)oc1ccccc12 (stereo unspecified)	67	17	24	4	9	-0.3	-40	2.1	1
Cc1ccc(S(=O)(=O)Nc2ccc(O)c3ncccc23)cc1	73*	4	8	0	4	32	2	-14	-1
COc1ccc(C(=O)N/C(=C\c2cc(OC)c(OC)cc2[N+](=O)[O-])C(=O)NCC(=O)O)cc1	4	5	12	2	2	0.5	-7	1.5	-1
CC1CCC/C(=C\Nc2ccc(O)cc2)C1=O (stereo unspecified)	18	9	11	4	5	0.6	-26	-8.3	0
CCOC(=O)c1c(NC(=O)/C=C/C(=O)O)sc(C)c1-c1ccc(F)cc1	10	5	2	-1	8	0.1	-34	-1.0	-1

Record cards, as listed above:
Results for COc1cccc(CCc2nnc(CCC(=O)NC(C)Cc3cccs3)o2)c1 (stereo unspecified) = CHOP inhibitor: 1; FXIIa inh 1536: -3; PPC-1+TRAIL kill: 2; FXIa inh 1536: -3; PGE2 EP2 inh: 8; zVAD death inh: 1.3; Tb hexokinase: -11; TNF death inh: 2.7; Wee1 stabilizer: -1
Results for Cc1ccc([N+](=O)[O-])cc1S(=O)(=O)N1CCNCC1 = CHOP inhibitor: 5; FXIIa inh 1536: 5; PPC-1+TRAIL kill: 10; FXIa inh 1536: 1; PGE2 EP2 inh: 7; zVAD death inh: 0.1; Tb hexokinase: -1; TNF death inh: -2.4; Wee1 stabilizer: 0

Bioassay records (PubChem)
